Compound activity as filed in PubChem.
CHRM5 agonist – CHRM5 agonism in calcium assay | P08912 | CHO-K1 hM5 cells, Fluo-8 calcium fluorescence; 0% DMSO wells, 100% maximal acetylcholine response | activation, % at 3 µM | hit rate 0.19% among 360,000;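 active = activation above the run's mean over test compounds plus 3 SD, cut at about 23% in these data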;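 note: signal is peak over basal fluorescence ratio across the kinetic read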
Target sequence (P08912 whole entry, looked up): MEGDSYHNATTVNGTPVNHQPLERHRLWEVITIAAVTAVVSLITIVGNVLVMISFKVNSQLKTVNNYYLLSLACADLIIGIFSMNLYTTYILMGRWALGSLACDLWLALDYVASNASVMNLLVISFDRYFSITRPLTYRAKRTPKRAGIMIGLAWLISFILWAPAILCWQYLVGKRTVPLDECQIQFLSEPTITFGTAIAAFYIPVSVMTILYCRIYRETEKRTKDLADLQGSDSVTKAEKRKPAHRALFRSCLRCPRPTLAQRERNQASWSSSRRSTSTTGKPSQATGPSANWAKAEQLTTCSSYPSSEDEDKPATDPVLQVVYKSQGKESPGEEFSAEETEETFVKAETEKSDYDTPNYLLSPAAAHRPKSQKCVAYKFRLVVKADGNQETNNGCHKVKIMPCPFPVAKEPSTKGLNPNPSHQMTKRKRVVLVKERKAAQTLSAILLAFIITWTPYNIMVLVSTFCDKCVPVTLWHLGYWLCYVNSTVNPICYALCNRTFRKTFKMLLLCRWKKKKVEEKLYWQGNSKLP
M1 antag – blocks human M1 muscarinic receptor | P11229 | CHO-K1 hM1, Fluo-8 calcium fluorescence, ACh EC80 antagonist | hit rate 1.3% among 360,000 | inhibition, % at 3 µM;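 active = percent inhibition above its own plate's cutoff, namely the mean of that plate's compound wells plus 3 SD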;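 note: peak over basal fluorescence ratio during 140 s after agonist addition; 0% = ACh EC80 plus DMSO and 100% = DMSO alone without agonist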
M1 PAM – potentiates human M1 receptor response to acetylcholine; P11229; CHO-K1 hM1, Fluo-8 calcium fluorescence, ACh EC20; 0% = ACh EC20, 100% = maximal ACh; activation, % at 3 µM; hit rate 0.088% among 360,000; in the data active = activation above about 19%, passing the limit was not always enough
CHRM4 antagonist – antagonists of human muscarinic M4 receptor (CHRM4); AID 624125; hit rate 0.73% among 360,000; CHO-hM4 cells, ACh EC80, Fluo-8 calcium fluorescence; inhibition, % at 3 µM;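 active = inhibition above its plate's cutoff, the mean inhibition of sample wells plus 3 SD, cut at about 27% in these data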;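 note: 0% = acetylcholine EC80 with DMSO and 100% = DMSO without agonist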
M5 PAM – positive allosteric modulators of human muscarinic M5 receptor; CHO-K1 hM5, Fluo-8 calcium, ACh EC20 PAM; 0% = ACh EC20, 100% = ACh EC100; activation, % at 3 µM; P08912; AID 624038; hit rate 0.3% among 360,000;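 active = activation above the run cutoff, the mean activation of all test compounds plus 3 SD, cut at about 18% in these data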
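System – CHO-K1 hM5 cells · Compound – 3 µM, single dose · Incubation – compound preincubation 140 s before EC20 acetylcholine addition · Technique – Fluo-8 calcium fluorescence · Measure – Max/basal fluorescence ratio as % of EC20–EC100 ACh window · Benchmarks – low control EC20 acetylcholine (0%), high control EC100 acetylcholine (100%) · Replication – singlicate, one well per test compound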
M5 antag – CHRM5 antagonism in calcium assay | P08912 | CHO-hM5 cells, Fluo-8 calcium fluorescence, ACh EC80 | inhibition, % at 3 µM | hit rate 0.59% among 360,000;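 active = inhibition above a per-plate cutoff, the mean of that plate's test compounds plus 3 SD, cut at about 27% in these data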;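 note: 0% = acetylcholine EC80 with DMSO and 100% = DMSO without agonist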
CHRM4 agonist – CHRM4 agonism in calcium assay; CHO-K1 hM4/Gqi5, Fluo-8 calcium fluorescence; vehicle 0%, full acetylcholine response 100%; activation, % at 3 µM; hit rate 0.14% among 360,000;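 active = activation above the run mean over all test wells plus 3 SD, cut at about 32% in these data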;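 note: peak over basal fluorescence ratio per well then scaled between controls; 0% = DMSO wells and 100% = acetylcholine at EC100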
TAAR1 ag – human TAAR1 agonism; Q96RJ0; CHO RD-HGA16 TAAR1, Fluo-8 calcium fluorescence; vehicle wells 0%, saturating PEA agonist 100%; activation, % at 3 µM; hit rate 0.99% among 360,000; AID 624467;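 active = activation above the mean activation of all test compounds in the run plus 3 SD, cut at about 38% in these data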
Target sequence (Q96RJ0 whole entry, looked up): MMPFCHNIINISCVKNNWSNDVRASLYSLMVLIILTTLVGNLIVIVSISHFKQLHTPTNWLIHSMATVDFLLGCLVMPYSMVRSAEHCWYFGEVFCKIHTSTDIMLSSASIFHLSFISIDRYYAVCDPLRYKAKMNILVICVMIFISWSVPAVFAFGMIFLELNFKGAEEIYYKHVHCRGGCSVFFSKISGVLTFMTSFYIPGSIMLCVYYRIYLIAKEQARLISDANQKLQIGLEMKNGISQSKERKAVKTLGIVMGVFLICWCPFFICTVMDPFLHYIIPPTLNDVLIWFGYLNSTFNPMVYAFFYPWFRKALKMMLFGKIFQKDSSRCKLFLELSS
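Test system: RD-HGA16 (CHO) cells co-expressing Gα16 and hTAAR1 / Benchmarks: DMSO vehicle as 0%, PEA at EC100 as 100% / Repeats: no replicates (n 1) / Measure: % activation from peak over basal fluorescence ratio, DMSO-to-PEA scaled / Timing: 17-24 h plating, Fluo-8 75 min 37 °C, 30 min RT / Technique: kinetic Fluo-8 calcium fluorescence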
CHRM1 agonist – human M1 muscarinic receptor agonism. P11229. AID 588814. activation, % at 3 µM. hit rate 0.33% among 360,000. CHO-K1 hM1, Fluo-8 calcium fluorescence, agonist mode; 0% DMSO, 100% acetylcholine EC100;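 active = activation above the run's mean compound activation plus 3 SD, cut at about 16% in these data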;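 note: peak over basal fluorescence ratio within a 140 s kinetic read after compound addition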
The depositor's hits bear a star. Not all compounds are listed (hit frequency here may not be typical).

nr | Compound | CHRM5 agonist | M1 antag | M1 PAM | CHRM4 antagonist | M5 PAM | M5 antag | CHRM4 agonist | TAAR1 ag | CHRM1 agonist
1 | O=C(COC(=O)COc1ccccc1)Nc1ccc(OC(F)(F)F)cc1 | -9.1 | 0.1 | -4.9 | -5.2 | -2.6 | 2.0 | 0.3 | 1.9 | -1.6
2 | COc1ccc(C(=O)Cn2nnc(-c3ccccc3F)n2)cc1 | -1.2 | 8.1 | -2.6 | 0.1 | -10.7 | 10.1 | 0.7 | 3.2 | -2.1
3 | CN(C)Cc1c(O)ccc2oc(Cc3ccccc3)cc12 | -7.6 | -14.8 | -2.7 | -2.2 | 0.2 | -0.6 | 5.6 | 12.2 | -0.1
4 | Cc1cn([C@H]2C[C@H](O)[C@@H](CNCc3cccn3-c3nccs3)O2)c(=O)[nH]c1=O | -1.3 | -10.3 | 5.0 | -16.5 | -1.2 | -7.3 | 1.1 | 8.0 | -9.4
5 | Cc1ccc(SCC(=O)NCCSC(C)(C)C)cc1 | -3.9 | 0.9 | -12.2 | 1.0 | 4.0 | 2.1 | -0.5 | 10.3 | -3.6
6 | c1ccc(CN(Cc2ccccc2)c2nn[nH]n2)cc1 | 0.4 | -11.1 | 14.5 | -2.3 | 2.1 | -5.0 | 0.3 | 1.4 | -7.7
7 | Cn1c(=O)c2c(nc(N3CCCCCC3)n2CCSc2nc3ccccc3o2)n(C)c1=O | 0.0 | 3.2 | -2.5 | 1.6 | -5.7 | 3.1 | 10.3 | -0.3 | -9.1
8 | C=CC1=C2C=C(C3CC3)N(CC3CC3)C=C2C(=O)C(C)(OC(=O)c2ccco2)C1=O (stereo not drawn) | -1.5 | 13.4 | -4.7 | -4.9 | -11.2 | 13.7 | 1.5 | 1.6 | -10.6
9 | O=S(=O)(c1ccc2[nH]c3c(c2c1)CCCC3)N1CCCCC1 | -3.0 | 6.1 | -8.7 | 2.7 | -1.4 | 1.6 | 5.9 | 2.1 | -2.9
10 | N#C/C(=C/c1ccc(CNS(=O)(=O)c2ccccc2)o1)C(N)=O | 0.2 | -0.9 | 6.4 | 2.4 | -2.4 | 9.9 | 1.9 | 1.2 | -3.2
11 | CN(Cc1ccccc1)c1ccc(N2C(=O)CCCC2=O)cc1[N+](=O)[O-] | 3.7 | 3.3 | -6.1 | -0.4 | -1.5 | -1.5 | 4.4 | 3.8 | -4.3
12 | CCOC(=O)C1CCN(C(=O)c2cc3cc(F)ccc3[nH]2)CC1 | -3.6 | -12.5 | 11.1 | -10.1 | -4.4 | 4.9 | 1.3 | -0.4 | -1.2
13 | Cc1sc2ncnc(N3CCC(C)CC3)c2c1C | -2.5 | -14.7 | -2.3 | -2.1 | 0.8 | -0.1 | 2.2 | 29.5 | 1.6
14 | Cc1cccc(C)c1N(CC(=O)Nc1cccc(N(C)S(C)(=O)=O)c1)S(C)(=O)=O | -2.5 | -10.9 | 4.5 | -10.6 | -0.2 | -9.0 | 5.1 | 11.6 | -1.1
15 | C/C(CC(=O)N(C(C)C)C(C)C)=N\NC(=O)COc1ccc(Br)cc1Br | -0.8 | -6.3 | 9.9 | 2.3 | 1.5 | 3.4 | -0.1 | -0.3 | -7.3
16 | CCCC(C(=O)NC(C)(C)C)N(CC1CCCO1)C(=O)c1snc(C(N)=O)c1N (stereo not drawn) | -4.5 | -9.9 | 15.7 | -7.7 | -1.9 | 7.0 | 0.4 | -0.8 | -4.8
17 | CC(=O)c1cc(CN2CCN(CCC(C)C)C(CCO)C2)cs1 (stereo not drawn) | -4.4 | -6.5 | 2.8 | -7.1 | 4.5 | -9.4 | -0.1 | 3.1 | -7.3
18 | CN1CCN(C2=Cc3ccc(Cl)cc3Sc3ccc(F)cc32)CC1 | -10.0 | 5.3 | -9.9 | 18.3 | -9.6 | 5.2 | 9.6 | 49.1* | -3.4
19 | CC(C)c1cc(C(=O)NCc2ccco2)no1 | -0.7 | -19.5 | 21.7 | -19.8 | 1.6 | -3.3 | 0.4 | 0.8 | 3.2
20 | O=C1C(c2ccc(F)cc2)N(CC2COc3ccccc3O2)C(=O)CN1C1CCCCC1 (stereo not drawn) | -3.8 | -6.6 | 4.9 | 6.9 | 0.8 | -0.1 | -0.3 | 11.0 | -4.6
21 | C=CCNC(=O)CN(c1cc(Cl)ccc1OC)S(=O)(=O)c1ccc(C)c([N+](=O)[O-])c1 | -6.8 | 9.3 | -5.3 | 0.9 | -4.0 | -3.7 | 3.2 | 6.9 | -12.4
22 | CCOC(=O)CS(=O)(=O)CC(=O)Nc1ccc([N+](=O)[O-])cc1OC | 2.7 | -5.4 | 5.2 | -8.2 | 19.7* | -4.8 | 1.1 | -0.4 | -4.0
23 | CNC(=S)N1CCN(CCNC2=CC(=O)CC(C)(C)C2)CC1 | 1.5 | 3.9 | 1.0 | -2.9 | -0.3 | 5.8 | 0.0 | 0.7 | -4.2
24 | O=C(NC1CCCCC1)c1cc(Cl)nc2ccccc12 | -4.2 | 0.5 | 2.6 | -11.3 | 4.0 | -6.5 | 0.4 | -0.9 | -5.6
25 | COc1ccc(/C=C/C(=O)OCC(=O)Nc2cccc(C(C)=O)c2)cc1 | 3.2 | -3.6 | -5.5 | -5.6 | -6.3 | 1.6 | 13.3 | 3.5 | -4.1
26 | CC(C)CNc1nc2c(c(=O)n(C)c(=O)n2C)n1Cc1cccc(Br)c1 | -3.0 | 10.7 | -5.2 | -1.0 | 5.5 | -1.4 | 0.0 | 12.4 | -4.1
27 | O=C1c2ccccc2NC(c2ccccn2)N1c1ccc(Cl)cc1 (stereo not drawn) | -3.6 | 6.4 | -1.2 | 3.6 | 0.3 | 5.3 | 2.1 | 3.7 | -4.6
28 | COc1ccc(OCC(Cn2cnc3ccccc32)OC(C)=O)cc1 (stereo not drawn) | -1.7 | -6.7 | 11.1 | 2.2 | 1.0 | 1.8 | 2.6 | 1.1 | -5.8
29 | Cc1ccc(C)c(NC(=O)/C(C#N)=C/c2ccc[nH]2)c1 | -1.4 | -3.0 | 4.3 | -3.2 | -6.1 | -1.7 | 3.1 | 3.6 | -2.6
30 | Cc1cccc(C(=O)NCC(=O)OCC(=O)NC2CCCCCCC2)c1 | 0.1 | -13.1 | 6.7 | -8.2 | 0.0 | 1.6 | 1.2 | 4.0 | -2.1
31 | COc1ccc(Cc2nc3c([nH]2)c(=O)n(C)c(=O)n3C)cc1OC | 1.0 | -0.9 | 0.2 | -9.4 | 0.9 | 10.7 | 0.9 | 0.4 | -0.5
32 | COc1ccccc1C(C)NCC(=O)Nc1ccccc1C(F)(F)F (stereo not drawn) | -3.5 | -1.1 | -3.4 | 0.2 | -3.4 | 5.5 | 1.3 | 8.3 | -12.7
33 | N/C(CSc1ccc(Cl)cc1)=N\NC(=O)c1ccncc1 | -2.5 | -5.1 | 10.9 | 10.4 | -5.6 | 18.2 | 1.6 | 12.6 | -7.0
34 | O=C(Nc1ccc2c(c1)OCO2)C1CCN(C(=O)c2ccc([N+](=O)[O-])cc2)CC1 | -1.7 | -3.7 | -0.5 | -6.5 | -11.6 | 12.3 | 7.7 | -1.0 | -5.4
35 | COCCNC(=O)C(OC(=O)c1ccco1)c1ccc(OC)cc1 (stereo not drawn) | -0.2 | -11.4 | 5.0 | -0.7 | 5.6 | 9.1 | 0.6 | 2.0 | -0.2
36 | C=CCN(CC=C)C(=O)Nc1cc(OC)ccc1OC | -0.3 | -22.7 | 17.2 | -14.9 | 2.9 | 0.6 | 0.3 | -2.0 | -5.7

The closing 3 records of the section above lead into the next.
nr | Compound | CHRM5 agonist | M1 antag | M1 PAM | CHRM4 antagonist | M5 PAM | M5 antag | CHRM4 agonist | TAAR1 ag | CHRM1 agonist
34 | O=C(Nc1ccc2c(c1)OCO2)C1CCN(C(=O)c2ccc([N+](=O)[O-])cc2)CC1 | -1.7 | -3.7 | -0.5 | -6.5 | -11.6 | 12.3 | 7.7 | -1.0 | -5.4
35 | COCCNC(=O)C(OC(=O)c1ccco1)c1ccc(OC)cc1 (stereo not drawn) | -0.2 | -11.4 | 5.0 | -0.7 | 5.6 | 9.1 | 0.6 | 2.0 | -0.2
36 | C=CCN(CC=C)C(=O)Nc1cc(OC)ccc1OC | -0.3 | -22.7 | 17.2 | -14.9 | 2.9 | 0.6 | 0.3 | -2.0 | -5.7
37 | COc1ccc(Cl)cc1S(=O)(=O)n1nnc2ccccc21 | -0.2 | 9.5 | 1.7 | 2.6 | -3.1 | 9.6 | 0.5 | 4.4 | -1.9
38 | COc1ccc(S(=O)(=O)N(CC(=O)N2CCN(C)CC2)c2ccc(C)cc2)cc1OC | -1.5 | -8.8 | 12.1 | -18.4 | 0.5 | -0.9 | 1.3 | 4.9 | -3.3
39 | O=C(Nc1c2c(nn1-c1ccc(F)cc1)CS(=O)(=O)C2)c1ccc(S(=O)(=O)N2CCOCC2)cc1 | 5.4 | -10.7 | 8.3 | -13.8 | 4.7 | 6.9 | 2.3 | 2.2 | -5.1
40 | CCC(=O)Nc1ccc(NC(=O)c2ccco2)cc1 | -1.6 | -15.3 | 7.9 | -14.0 | 4.0 | -6.0 | 0.0 | -0.2 | -1.4
41 | CCN1CCN(C(c2ccccc2)c2nnnn2Cc2ccccc2)CC1 (stereo not drawn) | -12.1 | 0.4 | 1.1 | -2.5 | -15.5 | 5.7 | 0.3 | 1.4 | -3.5
42 | O=c1[nH]c(=O)n(Cc2ccco2)c2c1C(C(F)(F)F)(C(F)(F)F)N=C(c1ccc(F)cc1)N2 | 2.9 | -1.4 | 3.9 | 5.0 | -5.7 | 7.0 | 4.2 | 7.7 | -1.2
43 | CCc1ccccc1NC1=NCC(=O)N1C1CCCCC1 | -3.4 | -21.0 | -1.3 | -9.9 | -1.7 | 3.0 | 1.5 | 0.6 | -4.1
44 | COc1ccc(C(CNC(=O)c2ccc(OCc3cscn3)cc2)N2CCCC2)cc1 (stereo not drawn) | -2.4 | 4.8 | -9.4 | -5.2 | -7.2 | 4.6 | 0.6 | 3.3 | -8.3
45 | Cc1cc([N+](=O)[O-])nn1Cn1nc([N+](=O)[O-])cc1C | -7.1 | 5.9 | 3.7 | 3.6 | 0.7 | -0.9 | 2.5 | 14.9 | -13.8
46 | Cc1ccc(/C=N/Nc2nc(Cl)c(Cl)cc2Cl)s1 | -3.7 | -25.5 | 1.8 | -3.6 | -3.9 | 6.0 | -1.4 | 10.7 | -5.6
47 | CC(=O)OC(c1nc2ccccc2c(=O)n1C1CC2(OC1=O)c1ccccc1N1C(=O)C(C)(C)N(O)C12)C(C)C (stereo not drawn) | 5.1 | 10.7 | -9.9 | -12.5 | -14.4 | 17.8 | 20.2 | 0.3 | 1.4
48 | S=C(Nc1ccc(Cl)cc1)NC1CC2CCCC(C1)N2C1CCCC1 (stereo not drawn) | -2.5 | -6.3 | -14.4 | 2.5 | -3.7 | -1.0 | 2.4 | 13.7 | -8.6
49 | COc1ccc(CN(CC2CCCO2)C(=O)c2cc3ccccc3oc2=O)cc1 (stereo not drawn) | 0.7 | -14.4 | 10.4 | -0.2 | -3.8 | 3.7 | 4.6 | 5.6 | -3.9
